MITF TRPM1 inh – inhibitors of MITF-dependent TRPM1 promoter reporter, primary screen, cell-based, SK-MEL-5, single point, luciferase; SK-MEL-5 TRPM1 promoter luciferase, 24 h; inhibition, % at 12.5 µM; 330,000 compounds, 0.83% hits; AID 488899, 2010;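 active = mean inhibition across replicates of 60% or more, whatever share of single replicates reaches that level; inconclusive = some that reach 60%, reason not given; inactive = mean inhibition across replicates below 60%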; note: values of inactives mirror those of a sister screen read the other way
HIF-2a block – HIF-2a reporter inhibitors, primary screen, luminescence, 786-0 RCC cells. inhibition, % at 18.8 µM. AID 624352, 2012. 786-0 RCC cells HIF-2a reporter, luciferase luminescence, overnight. 360,000 compounds, 0.72% hits;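 active = inhibition of the luminescence signal of 40% or more relative to plate controls, in a single-dose primary screen at 18.75 µM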
CaV13 FRET inh – Primary screen for inhibitors of IQ motif and Ca2+-dependent inactivation inhibitor domain binding in CACNA1D, Förster resonance energy transfer in living cells, … | HEK cells, CFP/YFP FRET ICDI-IQ, plate reader, 10 min; percent FRET-ratio fall versus neutral wells | inhibition, % at 12.3 µM | 340,000 compounds, 0.098% hits | AID 743397;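 active = mean replicate inhibition of at least 30% and at least 1% of replicates passing that level; inconclusive = only one of the two criteria is met; inactive = neither criterion is met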;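 note: 0% = median of the neutral control wells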
Shn3 inh set2 – reduction of Shn3 3'UTR firefly luciferase signal, primary screen, Schnurri-3 inhibitor project, cell-based, Clone20 osteoblasts, set 2; Clone20 osteoblast Shn3 3'UTR firefly luciferase, 24 h; inhibition, % at 12.5 µM; 360,000 compounds, 0.52% hits; AID 588674, 2011;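 active = mean inhibition of at least 75% with every replicate also reaching 75%; inconclusive = mean inhibition at least 75% but some replicate below; inactive = mean inhibition below 75%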;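 note: 0% = median of neutral control wells and 100% = pilot-screen positive control compound; some compounds past the cut are filed as inactive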
PDI turbidity – inhibitors of human PDI, primary screen, biochemical, turbidity, single point, plate reader; Protein disulfide-isomerase (Homo sapiens), P07237; PDI insulin aggregation turbidity, A650, 90 min; inhibition, % at 10 µM; 350,000 compounds, 0.052% hits; AID 588391, 2011;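 active = mean inhibition across replicates of 30% or more, whatever share of single replicates reach that level; inconclusive = mean inhibition below 30% while every single replicate reaches 30%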;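 note: absorbance from insulin aggregation driven by PDI reduction with DTT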
Target sequence (P07237 whole entry, looked up): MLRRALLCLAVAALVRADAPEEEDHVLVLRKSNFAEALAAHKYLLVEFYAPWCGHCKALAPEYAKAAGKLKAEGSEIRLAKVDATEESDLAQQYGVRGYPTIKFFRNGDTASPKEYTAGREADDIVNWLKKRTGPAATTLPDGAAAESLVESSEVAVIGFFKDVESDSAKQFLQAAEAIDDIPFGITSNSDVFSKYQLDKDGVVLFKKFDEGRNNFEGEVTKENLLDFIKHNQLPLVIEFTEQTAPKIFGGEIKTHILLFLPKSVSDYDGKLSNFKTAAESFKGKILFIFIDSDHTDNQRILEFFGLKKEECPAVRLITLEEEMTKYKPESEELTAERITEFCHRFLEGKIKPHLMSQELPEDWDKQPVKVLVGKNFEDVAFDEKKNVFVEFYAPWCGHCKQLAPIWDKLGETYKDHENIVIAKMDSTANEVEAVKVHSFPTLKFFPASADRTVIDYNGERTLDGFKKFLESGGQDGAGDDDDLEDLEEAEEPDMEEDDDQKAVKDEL
KKLEB tox – cytotoxicity in KKLEB CF airway cells, primary screen, cytotoxicity control for CF NF-kB inhibitor project, cell-based, uHTS, fluorescence assay plates. activity change (cytotoxicity), % at 5 µM. 360,000 compounds, 0.36% hits. AID 602141, 2011. KKLEB CF airway cells viability, ATPlite luminescence, overnight; active compounds read low; cells stimulated with P. aeruginosa culture filtrate;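 active = corrected activity change at or below -50% at 5 µM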
NR2E3 ag-1 – NR2E3 agonists in two-hybrid cells, primary screen, cell-based, luminescence, CHO-S, Gal4-NCOR/VP16-NR2E3; Photoreceptor-specific nuclear receptor (Homo sapiens), Q9Y5X4; luciferase; inhibition of corepressor binding, % at 3.98 µM; 360,000 compounds, 0.35% hits; AID 602229, 2012;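 active = inhibition above the mean of all tested compounds plus 3 SD, cut at about 70% in these data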;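 note: 0% = DMSO with NR2E3 transfected cells and 100% = cells lacking NR2E3 construct; higher means lower luciferase signal from less NR2E3 corepressor binding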
Target sequence (Q9Y5X4 whole entry, looked up, the tested form may be a part): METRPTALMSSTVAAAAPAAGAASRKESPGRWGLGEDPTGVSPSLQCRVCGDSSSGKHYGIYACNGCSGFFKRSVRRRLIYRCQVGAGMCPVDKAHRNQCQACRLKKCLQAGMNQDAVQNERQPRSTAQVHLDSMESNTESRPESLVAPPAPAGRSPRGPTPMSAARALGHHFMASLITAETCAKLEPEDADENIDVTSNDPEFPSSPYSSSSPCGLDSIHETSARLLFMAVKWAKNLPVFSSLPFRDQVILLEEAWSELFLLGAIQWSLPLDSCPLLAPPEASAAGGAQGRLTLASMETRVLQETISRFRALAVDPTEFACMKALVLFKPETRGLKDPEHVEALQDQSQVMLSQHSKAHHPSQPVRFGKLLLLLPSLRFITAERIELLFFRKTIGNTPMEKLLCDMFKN
Vif imaging – HIV Vif self-association inhibitors, primary screen, imaging, HEK293T, single point. HEK293T cells, Vif self-association by quenched fluorescence, 24 h. 340,000 compounds, 0.35% hits. inhibition, % at 7.49 µM; in the data active = inhibition above about 50%, passing the limit was not always enough; inconclusive = no clear call, values can overlap the other calls; inactive = below about 31%; note: some results filed as inactive read as strong as hits
Peg3 promoter – Peg3 promoter-driven luciferase inhibitors, primary screen, cell-based, HeLa, luciferase luminescence. HeLa PEG-Prom luciferase reporter, overnight. inhibition, % at 20 µM. 360,000 compounds, 1.7% hits. AID 588405, 2011;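 active = inhibition of at least 50% at 20 µM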
NR2E3 ag-2 – inhibitors of NR2E3-RetCOR corepressor binding, primary screen, NR2E3 agonist project, biochemical, TR-FRET, GST-NR2E3, biotin-RetCOR | Photoreceptor-specific nuclear receptor (Homo sapiens), Q9Y5X4 | 1536-well | inhibition of corepressor binding, % at 4.78 µM | 320,000 compounds, 0.12% hits | AID 2300, 2010;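 active = percent inhibition above the cutoff of mean plus 3 SD of all tested compounds, set per screening campaign, cut at about 20% in these data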;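 note: 0% = DMSO wells and 100% = biotin wells as full block of FRET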
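Test system – NR2E3–RetCOR corepressor complex · Quantity – NR2E3 fusion 1.35 nM · Buffer or medium – Tris pH 7.5 · Incubation – Compound–protein incubation for 5 h at 4 °C · Technique – TR-FRET, Eu(K)-anti-GST donor, streptavidin-D2 acceptor, ex 340, em 617/671 nm · Evaluation – percent inhibition of 671/617 nm emission ratio versus biotin and DMSO controls · Plate – 1536-well format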
CF NFkB block – inhibitors of PAF-induced NF-kB signaling, primary screen, cell-based, GFP fluorescence, uHTS. KKLEB NF-kB-GFP reporter, GFP fluorescence overnight. inhibition, % at 5 µM. 360,000 compounds, 0.86% hits;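 active = at least 50% inhibition at 5 µM, scaled per plate between neutral and stimulator controls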;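 note: PAF is a Pseudomonas aeruginosa culture filtrate used as stimulus; plate controls were PAF-stimulated DMSO wells for no effect and unstimulated DMSO wells for full effect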
Active calls of the source: *; ? = inconclusive; / = no result given. Compounds were not picked by outcome; any-hit rate near 3.3%.

SMILES	MITF TRPM1 inh	HIF-2a block	CaV13 FRET inh	Shn3 inh set2	PDI turbidity	KKLEB tox	NR2E3 ag-1	Vif imaging	Peg3 promoter	NR2E3 ag-2	CF NFkB block
CC1CC(C)(C)CC2(C1)NC(=O)N(CC(=O)N1CCN(S(=O)(=O)c3cccs3)CC1)C2=O (configuration not stated)	-11	6	-6	-11	10	-32	-2	?	9	3	27
CC(=O)N1CCCN(C(=O)c2ccc3nc(Cc4cccc(Cl)c4)oc3c2)CC1	6	1	-5	12	9	10	-33	5	11	-1	-8
COc1ccc(C(=O)NC(C(=O)NCC2(N3CCCCC3)CCCCC2)C(C)C)cc1 (configuration not stated)	-3	10	-2	3	15	11	4	-4	-5	0	-1
O=C(Nc1ccncc1)c1ccc(Br)cc1	1	-44	-5	21	0	-1	-20	-4	-13	0	5
COc1ccccc1NS(=O)(=O)c1cc(NC(=O)c2ccccc2C)ccc1N1CCOCC1	-1	14	-3	-5	18	3	-26	-9	28	/	-6
CCc1cc(CN2CCOCC2)c(NC(=O)c2ccccc2)s1	7	-93	-6	-9	-2	9	-25	0	-47	2	-5
CCc1nonc1NC(=O)c1oc2ccc(F)cc2c1C	-30	-138	-3	-38	-6	-2	-23	8	-109	2	10
O=C(CC(NS(=O)(=O)c1ccc(Cl)cc1)c1ccco1)NC1CCCC1 (configuration not stated)	-13	14	/	-9	-12	5	-20	-1	4	-1	4
Cc1nnc(Nc2ccccn2)c2ccccc12	9	-25	-1	-17	-4	14	-17	1	-27	0	-27
NC(=O)c1ccc(-c2nnn(CC(=O)Nc3cccc(S(=O)(=O)N4CCCC4)c3)n2)cc1	-17	1	-6	17	-4	7	24	8	15	4	-25
O=C(N/N=C\c1cccc(Br)c1)c1ccccc1-n1cccc1	-1	-4	-3	-8	4	4	-44	11	14	1	-3
O=C(Nc1nccs1)c1ccc2sc([C@H]3C[C@H](O)[C@@H](CO)O3)nc2c1	/	-162	-6	-14	10	7	-14	-6	-133	/	10
CCc1c(C)sc(NC(=S)N2CCN(CC)CC2)c1C(=O)OC	3	-8	11	62	18	3	-3	-2	-2	2	9
O=c1ccc(S(=O)(=O)N2CCCC2)cn1Cc1nc(-c2ccc(F)cc2)no1	3	-4	-6	-5	0	2	-14	-3	9	/	3
O=C(CNS(=O)(=O)c1ccc(Br)s1)N1CCCC1	0	-2	-5	-13	-4	-2	2	-5	-6	1	-17
Cc1ccc(C2Nc3ccccc3NC3=C2C(=O)CC(C)(C)C3)c(O)c1 (configuration not stated)	7	-34	0	13	1	-10	-39	0	13	-2	3
Cc1ccc(NC(=O)CCC(=O)OCCCC(F)(F)C(F)(F)F)cc1	12	2	0	-5	0	9	-13	1	-12	-2	2
Nn1c(Cc2ccc(Br)cc2)n[nH]c1=S	-2	21	3	-6	0	4	-28	-5	7	0	9
CCCC(=O)N(Cc1cc(=O)[nH]c2ccccc12)c1ccccc1OC	11	12	-17	-18	0	22	-11	7	22	-2	-15
C=CCn1c(CCNC(=O)c2ccccc2F)nnc1SCc1nc2ccccc2c(=O)[nH]1	11	20	-7	-7	-6	-1	16	-6	38	4	15
O=C(COc1cc(F)ccc1[N+](=O)[O-])Nc1ccc(N2CCCCC2)cc1	0	-4	-16	10	7	-8	-22	/	-6	4	-45
O=C(Cn1cc(S(=O)(=O)Cc2cccc([N+](=O)[O-])c2)c2ccccc21)N1CCOCC1	-3	8	-6	-7	-3	-11	2	/	15	-3	-15
Cc1cc(C)c(S(=O)(=O)Nc2ccc3c(c2)CCC3)c(C)c1	4	17	-3	30	-4	-1	-12	-5	51*	-1	25
CC(C)CNC(=O)CSc1nnc2ccccn12	0	7	-5	6	1	0	-22	11	-1	-6	-12
O=S(=O)(NC1CC2CCC1C2)c1ccc2c(c1)OCCO2 (configuration not stated)	-2	3	0	-11	0	1	-19	-5	11	-1	-9
Cc1cc(Br)ccc1NC(=O)CN(C)C(=O)COc1cccc2c1OC(C)(C)C2	-8	3	-6	5	-2	10	-18	-1	15	0	-29
O=C(O)CC/C(=N/NC(=O)c1cn(-c2ccccc2)nc1-c1ccccc1)C(=O)O	0	3	-4	2	2	3	-13	-9	-2	-1	4
CCOC(=O)CC1=NN(c2ccccc2)C(=O)/C1=C\c1ccc(OC)cc1OC	0	30	-20	-4	6	-2	-22	-6	22	0	1
O=C(NCc1cccs1)c1cc(-c2ccc(O)cc2)on1	-54	-402	-3	-27	1	0	-154	-1	-319	-1	17
CCCSc1nnc(Cn2c(=O)sc3ccccc32)n1C	6	8	-2	-18	/	0	4	-2	2	-1	1
CS(=O)(=O)N1CCN(C(=O)Cc2ccccc2)CC1	8	11	/	-5	1	14	-10	0	-3	0	-17
COc1cccc(CN2CCC(C(=O)Nc3ccc(-c4cccc(C)c4)cc3)CC2)c1O	1	-12	-6	17	10	-7	12	-7	6	2	-7
O=C1C2CC=CCC2C(=O)N1n1cnnc1 (configuration not stated)	11	14	-7	-3	3	-3	6	24	6	3	-7
COc1cc(/C=C2\S/C(=N/S(=O)(=O)c3ccccc3)NC2=O)c([N+](=O)[O-])cc1OC	2	3	-17	7	-5	2	8	-4	4	0	11
NS(=O)(=O)c1ccc(CCNC(=O)CNCCc2ccccc2)cc1	4	15	-3	6	-7	-1	-36	1	12	-1	1
O=C(Nc1ccccc1C(=O)O)c1cccc(NC(=O)c2ccccc2Cl)c1	2	11	8	11	-5	7	-21	13	-5	0	7
O=C(O)c1cc(NC(=O)C2CCCO2)cc(NC(=O)C2CCCO2)c1 (configuration not stated)	-6	8	-10	-5	3	-14	5	10	23	0	7
CCOC(=O)Cc1csc(NC(=O)c2c(-c3ccccc3)noc2C)n1	8	2	/	-22	-5	3	9	3	19	-4	-10
CCC(CO)NCC(O)COCc1ccc2c(c1)OCO2 (configuration not stated)	/	0	-5	-25	-1	13	9	-2	8	2	-8
O=C(CC1(CC2=NS(=O)(=O)c3ccccc3N2)CCCC1)NCCc1ccccc1	-5	-12	-7	-7	-6	2	7	1	9	0	-5
O=C1c2ccccc2C(=O)N1C1C(=O)N2CCSC12C(=O)OCc1ccccc1 (configuration not stated)	0	5	-6	1	-3	0	11	-2	0	/	-9
Cn1nnnc1Sc1ncnc2scc(-c3ccc(C#N)cc3)c12	92*	90*	-8	80	-3	-48	2	4	103*	1	77*
N#Cc1cc2ccccc2nc1SCc1cccnc1	-6	-58	-6	-26	4	1	-14	-4	-23	0	-30
COc1ccccc1OCCNC(=O)CCC(=O)N1CCOCC1	9	2	-6	-7	0	6	28	-1	2	/	17
COc1ccc(S(=O)(=O)N2CCCCC2)cc1C(=O)NC1CCS(=O)(=O)C1 (configuration not stated)	/	8	-5	-29	0	-2	14	2	2	/	-6
O=C(CNc1cccc2ccccc12)N/N=C/c1ccc([N+](=O)[O-])o1	75*	-68	-6	15	9	7	4	-1	0	-2	-19
CCOC(=O)c1cc(-c2ccc3c(c2)OCCO3)n[nH]1	-65	-284	-4	-70	8	9	-98	-3	-281	2	-9
COc1cccc(Oc2cn[nH]c2-c2ccc(OCC(=O)NN)cc2O)c1	3	16	-4	6	-4	-3	-12	-12	15	0	-2
NNC(=O)c1ccc(Cn2cccn2)o1	10	9	-5	-7	-8	5	-4	-8	10	1	-6
CCOC(=O)c1c(C)n(C)c2ccc(O)c(S(=O)(=O)c3ccccc3)c12	0	-3	-7	-7	9	13	0	2	19	7	10
CN1C(C(=O)Nc2cccc(O)c2)=CC(c2cccs2)=NS1(=O)=O	9	-8	-6	-1	/	-3	9	-7	1	2	8
O=C(COc1ccccc1)Nc1ccc(-c2nnc(-c3ccco3)o2)cc1	-4	-65	/	-14	-1	4	-40	1	-44	-2	-26
CCCN1C2CCCC1CC(NC(=O)NC1CCCCC1)C2 (configuration not stated)	-10	-28	-4	-8	7	-12	-34	4	-13	-1	-1
CCOC(=O)COc1cccc2c(=O)n(CC(N)=O)ccc12	-9	6	-6	-2	-5	1	-6	-2	7	0	-25
Cc1ccc(NC(=O)CSc2nc3ccccc3nc2N2CCOCC2)c(C)c1	-1	2	-2	3	/	9	-29	7	-7	1	-7
CC1=CC2=NC(=O)CC(C)(C(=O)N(CC(=O)NC(C)(C)C)Cc3cccs3)N2C=C1 (configuration not stated)	3	5	-10	-2	-7	2	-7	-7	3	7	-15
CN(C)C(=O)CCc1ccc2c3c([nH]c2c1)[C@]1(C)[C@@H](C(=O)N2CCCCC2)C[C@H](CC(=O)NCc2ccco2)C(=O)N1CC3	3	1	-4	-12	12	15	-27	/	1	/	-6
CCC(=O)N1CCc2cc(S(=O)(=O)NC(CC(C)C)C(=O)N3CCc4ccccc43)ccc21 (configuration not stated)	14	4	-4	5	-12	10	1	-5	9	6	-7
Cc1ccc(C(=O)NCc2ccco2)cc1Br	-1	-90	-4	-14	-8	9	-8	1	-30	6	0
COc1ccc(C2=NN(C(=O)CCC(=O)O)C(c3ccc(OC)c(OC)c3)C2)cc1 (configuration not stated)	-12	12	-3	2	8	-2	2	-7	6	0	-5
Cc1cccc(NC(=O)CSCc2cc(=O)n3nc(C4CC4)sc3n2)c1	-24	-12	-5	-22	0	21	-10	3	4	1	-18
COc1ccc(NC(=S)N2CCN(C(=O)c3ccccc3)CC2)cc1	-13	-6	-2	14	-3	-2	-16	-2	-5	3	-3
CC(=O)c1ccc(N2CCN(C(=O)COc3ccc4c(c3)CCC4)CC2)cc1	16	9	-6	20	8	-7	-6	-10	15	0	0

Assay outcomes from PubChem.
